ELG1 genotoxic = induces genotoxicity in HEK293T cells with luciferase-tagged ELG1 | HEK293T ELG1-luciferase reporter, luminescence, 16 h | Potency, µM (series often up to 46 µM), for inactives: top-dose activity change, positive = activation, most hits filed as activators | 1.3% of 330,000 active; note: potency is the fitted concentration of half-maximal effect; % of control where 0% means no effect; nearly all actives have a fitted effect of over 60% in size
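DMSO vehicle served as control against compound-treated ELG1-luciferase HEK293T cells; exposure lasted 16 hr at 37 °C and 5% CO2, followed by ONE-Glo luminescence detection after 30 min.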
ELG1 DNA repair = blocks ELG1-dependent DNA repair in HEK293T cells | HEK293T ELG1-luciferase reporter, luminescence, 16 h; DNA damage induced by 5-fluorouridine | Potency, µM (top dose mostly 46.1 µM), for the others: top-dose activity change, negative = inhibition, actives largely listed as inhibitors | 2.3% of 330,000 active; note: potency is the fitted concentration of half-maximal effect; % is set by controls: 0 for no effect and ±100 for the full control effect; nearly all actives have a fitted effect of over 55% in size
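5-Fluorouridine DNA damage + compound/DMSO, 2,000 cells/well, 16 h, 37 °C/5% CO2. ONE-Glo, 30 min RT, luminescence. Readout = decrease in reporter signal.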
RORg inh = inhibitors of mouse ROR gamma transcriptional activity. Potency, µM (highest dose often 53.6 µM), inactives show top-dose activity change, negative = inhibition, usual class: inhibitors. P51450. AID 2551. Drosophila S2 Gal4-RORgamma UAS-luciferase reporter, 20 h. 5.4% of 310,000 active; note: potency is the fitted concentration of half-maximal effect; % is set by controls: 0 for no effect and ±100 for the full control effect; nearly all actives have a fitted effect of over 60% in size
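Drosophila S2 cells stably expressing Gal4-DBD/mouse RORγ fusion under metallothionein promoter plus UAS-luciferase; compound 1 h, then 700 uM CuSO4 induction for 20 h at ambient temperature; inhibition read as reduced luminescence.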
TRPV1 ag = activates the human vanilloid receptor TRPV1 | Q8NER1 | TRPV1-expressing cells, Fluo-8 calcium influx, agonist mode | activation, % at 8.33 µM | 0.19% of 320,000 active; in the data active = activation above about 80%; inconclusive = between about 30% and that limit; note: 0% is about no effect
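Cells expressing TRPV1 were dye-loaded with Fluo-8 and read kinetically: 10 s baseline, 3 min after compound (agonist portion), then 2 min after EC20 capsaicin (allosteric enhancer portion). Calcium-bound dye fluorescence at 480/520 nm.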
Tb PFK block = T. brucei PFK enzyme inhibition; O15648; T. brucei PFK, ADP-Glo luminescence; Potency, µM (highest dose often 57.5 µM), without a hit: top-dose activity, negative = inhibition, actives largely listed as inhibitors; 0.17% of 330,000 active; AID 485367;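 note: potency is the fitted concentration of half-maximal effect; 0% = uninhibited 1x PFK enzyme wells and -100% = no-enzyme wells; nearly all actives have a fitted effect of over 60% in size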
Target sequence (O15648 whole entry, looked up): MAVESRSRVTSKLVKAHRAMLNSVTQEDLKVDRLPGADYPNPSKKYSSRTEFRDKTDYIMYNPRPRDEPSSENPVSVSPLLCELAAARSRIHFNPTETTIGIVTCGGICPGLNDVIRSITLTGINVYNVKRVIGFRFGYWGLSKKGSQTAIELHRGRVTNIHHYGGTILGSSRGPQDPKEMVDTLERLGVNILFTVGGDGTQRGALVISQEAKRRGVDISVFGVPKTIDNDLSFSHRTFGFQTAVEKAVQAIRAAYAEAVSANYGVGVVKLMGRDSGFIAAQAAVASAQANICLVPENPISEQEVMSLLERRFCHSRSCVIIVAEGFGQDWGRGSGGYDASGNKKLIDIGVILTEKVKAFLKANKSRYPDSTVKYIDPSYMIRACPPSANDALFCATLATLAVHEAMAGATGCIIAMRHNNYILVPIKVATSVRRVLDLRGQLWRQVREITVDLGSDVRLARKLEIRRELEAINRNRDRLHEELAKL
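Activity is normalized to no-enzyme wells (full inhibition) and 1.25 nM enzyme wells (no inhibition). Reaction: 0.5 mM F6P, 0.1 mM ATP, 45 min RT, ADP-Glo luminescence; concentration-response curves fitted and classed by quality.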
BRCA1 expr up = BRCA1 expression activation; AID 624202; 1.1% of 380,000 active; MCF7-BRCA1-FFLuc reporter, luminescence, 48 h; response scale: scaled: vehicle 0%, 10 µM genistein 100%; Potency, µM (series often up to 46.1 µM), without a hit: at the highest dose activation, usual class: activators; note: potency is the fitted concentration of half-maximal effect; nearly all actives have a fitted effect of over 80% in size; some results filed as inactive show a strong effect at the top dose
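Luminescence from a BRCA1-driven firefly luciferase in MCF7 cells was the read-out, taken 15 min after substrate addition following 48 h compound exposure at 37 °C. Data were normalized to a 10 microM genistein control and DMSO vehicle.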
Rab9 prom act = activators of Rab9 promoter; Potency, µM (highest dose often 9.22 µM), inactives show top-dose activation, negative = inhibition, most hits filed as activators; 2.8% of 320,000 active; Huh7 Rab9 promoter-luciferase reporter, luminescence, 24 h; note: potency is the fitted concentration of half-maximal effect; % of control where 0% means no effect; nearly all actives have a fitted effect of over 60% in size
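Huh7 cells stably carrying a Rab9 promoter-luciferase reporter, 1500 cells per well in OP-MEM I with 10% FBS, treated with compound 24 hours at 37C. Luciferase activity read by luminescence after 10 minutes with Amplite reagent.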
Gal4-VP16 FLuc = counter-screen for ROR gamma inhibitors: Gal4-VP16 reporter; Drosophila S2 Gal4-VP16 UAS-luciferase, luminescence, 20 h; Potency, µM (series often up to 53.6 µM), without a hit: at the top dose activity, negative = inhibition, usual class: inhibitors; 3.5% of 310,000 active; AID 2546;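 note: Gal4-VP16 expression switched on by copper sulfate through the metallothionein promoter; potency is the fitted concentration of half-maximal effect; % is set by controls: 0 for no effect and ±100 for the full control effect; nearly all actives have a fitted effect of over 50% in size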
FLuc counter = counter-screen for miR-21 project: firefly luciferase inhibitors or activators; P08659; purified FLuc, Km substrates, luminescence inhibition; Potency, µM (series often up to 57.5 µM), for inactives: at the highest dose activity change, negative = inhibition, actives largely listed as inhibitors; 6.9% of 360,000 active; AID 588342;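 note: potency is the fitted concentration of half-maximal effect; plate controls were vehicle for no effect and reference inhibitor for full effect; nearly all actives have a fitted effect of over 55% in size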
Target sequence (P08659 whole entry, looked up): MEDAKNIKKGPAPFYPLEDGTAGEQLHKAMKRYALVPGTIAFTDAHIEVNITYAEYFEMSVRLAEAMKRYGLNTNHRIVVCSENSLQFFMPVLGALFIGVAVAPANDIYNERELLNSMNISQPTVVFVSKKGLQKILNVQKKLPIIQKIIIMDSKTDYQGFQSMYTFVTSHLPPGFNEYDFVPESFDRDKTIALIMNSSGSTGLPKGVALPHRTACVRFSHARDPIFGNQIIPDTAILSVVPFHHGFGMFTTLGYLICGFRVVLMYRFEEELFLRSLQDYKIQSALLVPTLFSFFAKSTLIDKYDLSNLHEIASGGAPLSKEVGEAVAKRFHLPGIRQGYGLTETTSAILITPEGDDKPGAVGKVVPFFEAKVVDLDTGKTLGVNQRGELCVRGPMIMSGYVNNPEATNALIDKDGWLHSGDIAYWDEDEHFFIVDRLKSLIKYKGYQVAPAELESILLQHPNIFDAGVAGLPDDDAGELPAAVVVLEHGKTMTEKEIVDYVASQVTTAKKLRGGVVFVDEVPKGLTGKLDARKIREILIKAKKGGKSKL
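Purified P. pyralis luciferase, 10 nM final, with Km-level 10 uM D-luciferin and 10 uM ATP in 50 mM Tris acetate pH 7.5, 10 mM Mg acetate, 0.01% Tween-20, 0.05% BSA; 6-point qHTS titration about 60 µM downward; luminescence read.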
p53 reactivation = mutant p53 re-activation in reporter cells | Potency, µM (top dose mostly 92.2 µM), inactives show at the highest dose activity change, positive = activation, actives largely listed as activators | H1299 p53-A138V BP100-luciferase reporter, luminescence, 24 h | 0.063% of 320,000 active; note: potency is the fitted concentration of half-maximal effect; % of control where 0% means no effect; nearly all actives have a fitted effect of over 45% in size
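p53-null H1299 cells stably carrying temperature-sensitive p53-A138V and a BP100-luciferase reporter were pinned with compounds (4-point, 1:5 series) and held 24 hrs at 37 deg C. Luminescence was read 10 min after detection reagent.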
NPC1 promoter act = NPC1 promoter activation; AID 485313; Huh7 NPC1 promoter luciferase reporter, 24 h; Potency, µM (highest dose often 9.22 µM), without a hit: top-dose activation, usual class: activators; 2.4% of 320,000 active;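 note: potency is the fitted concentration of half-maximal effect; % of control where 0% means no effect; nearly all actives have a fitted effect of over 60% in size; reporter is driven by a mutant NPC1 promoter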
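Readout is luciferase luminescence, reflecting NPC1 promoter activation in stably transfected Huh7 cells after 24 h compound exposure at 37 °C in reduced-serum medium with 10% FBS.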
Active calls of the source: *; ? = inconclusive; / = no result given; & = joins results of further samples; [ ] = dose if it differs, or a comment. Unless noted, calls come from the whole dose curve; as a rule, active = well fitted curve in the direction sought with a large enough effect; inconclusive = small, poorly fitted or top-dose-only effect, or another doubt; inactive = no such curve, though single readings can be large; an effect the other way counts as inactive or inconclusive.

SMILES	ELG1 genotoxic	ELG1 DNA repair	RORg inh	TRPV1 ag	Tb PFK block	BRCA1 expr up	Rab9 prom act	Gal4-VP16 FLuc	FLuc counter	p53 reactivation	NPC1 promoter act
Cc1ccc(Nc2nnc(SCc3cc(=O)n4cc(C)ccc4n3)s2)cc1	-6%	?	39%	-2	1%	-5%	-2%	-6%	-1%	-8%	0%
CCOC(=O)c1ccc(NC(=O)Nc2ncc(Cl)cc2Cl)cc1	1%	18%	2%	-4	-5%	/	13%	-2%	-18%	15%	14%
Cc1ccc(NC(=O)CN(C)S(=O)(=O)c2cccc3nsnc23)cc1	-3%	-28%	27%	13	-12%	0%	1%	4%	?	-1%	-1%
O=[N+]([O-])c1ccc(O)c(CN2CCCCCC2)c1	1%	0%	-16%	1	3%	0%	2%	6%	1%	5%	0%
CCN=c1scc(C)n1/N=C/c1ccc(O)c(O)c1O	-4%	4%	3.5µM*	-2	-27%	-8%	20%	?	3.4µM*	-4%	1%
COc1ccc(C(=O)N/N=C(/C)c2cccc(NC(=O)C(F)(F)F)c2)cc1	?	?	-16%	2	0%	83%	?	-1%	11µM*	?	3.5µM*
COc1ccc2c(c1)CC(C(=O)Nc1ccc(Cl)cc1)/C(=N/O)O2 (configuration not stated)	7%	2%	-1%	0	-2%	-5%	-3%	-17%	-1%	4%	-2%
O=C(NCCc1csc(-c2cccnc2)n1)c1cccs1	-4%	?	?	0	0%	48%	2%	26%	?	-1%	0%
CCOCCCNC(=O)c1ccc(Cn2c(=S)[nH]c3c([nH]c4ccc(OC)cc43)c2=O)cc1	-2%	-4%	-10%	-3	-7%	-1%	-6%	2%	0%	-2%	-1%
Cc1nc2c(=O)n(C)c(=O)[nH]c2n1Cc1ccccc1	-3%	?	-8%	1	0%	-19%	-3%	-10%	-7%	30%	1%

Individual results from the results shown:
Reading for COc1ccc2c(c1)CC(C(=O)Nc1ccc(Cl)cc1)/C(=N/O)O2 (configuration not stated) in Gal4-VP16 FLuc: -17%
Reading for O=[N+]([O-])c1ccc(O)c(CN2CCCCCC2)c1 in Tb PFK block: 3%

Continuation.
SMILES	ELG1 genotoxic	ELG1 DNA repair	RORg inh	TRPV1 ag	Tb PFK block	BRCA1 expr up	Rab9 prom act	Gal4-VP16 FLuc	FLuc counter	p53 reactivation	NPC1 promoter act
CCOc1ccccc1NC(=O)Cn1nnc(C(=O)NCc2cccs2)c1N	30%	25%	-7%	0	-7%	-61%	-29%	-12%	3%&-1%	/	-8%
O=C(Nc1c(C(=O)O)[nH]c2ccccc12)c1cccc(C(F)(F)F)c1	1%	-18%	0%	-2	-4%	1%	-2%	5%	?	2%	0%
CS(=O)(=O)Nc1ccc(C(=O)N2CC(=O)Nc3ccccc32)cc1	-7%	0%	-4%	0	1%	1%	3%	-3%	5%	0%	-4%
COCCn1c(SCC(=O)NC(=O)NCc2ccccc2)nc2ccccc2c1=O	-2%	-5%	/	5	-7%	10%	-3%	/	-1%	13%	-1%
CCOc1ccc(C(=O)NCC2CCN(CC3CCCCC3)CC2)cc1	0%	16%	9%	3	-1%	-16%	-4%	0%	1%	5%	-2%
COc1ccc(-c2cc(C(=O)OC3CCOC3=O)c3ccccc3n2)cc1 (configuration not stated)	9%	?	1%	10	-4%	41%	-5%	-14%	7.6µM*	7%	2%
COc1ccc(NS(=O)(=O)c2ccc(O)c(C(=O)OCC(=O)N3CC(C)OC(C)C3)c2)cc1 (configuration not stated)	1%	-23%	25%	1	3%	-40%	-9%	-4%	1%	-7%	-3%
COc1ccc2c(c1)C(=O)CC(c1ccccc1F)O2 (configuration not stated)	?	?	10%	18	-2%	62%	3%	-15%	?	10%	12%
Cc1ccc(CS(=O)(=O)Cc2ccc(C(=O)NCCc3ccccc3)o2)cc1	-13%	-17%	24%	0	-2%	3%	0%	-1%	-1%	-2%	0%
OCC[C@@H]1C[C@@H](O)[C@H](O)[C@]2(CCCc3ccccc3O2)O1	3%	?	-2%	1	-2%	2%	0%	-4%	6%	/	-1%
CC1CN=C(NC(=O)c2cccc([N+](=O)[O-])c2)S1 (configuration not stated)	?	?	?	10	-1%	?	0.4µM*	?	2.4µM*	/	0.5µM*
O=[N+]([O-])c1ccc2[nH]c(O)c(N=Nc3ccc(F)cc3)c2c1	0%	-26%	-1%	-1	-23%	-26%	-2%	-6%	0%	0%	11%
O=C(CN1C(=O)CC(c2ccccc2)=Nc2ccccc21)NCc1ccccc1	-3%	-29%	?	?	3%	-11%	1%	-5%	3%	-12%	-7%
COc1ccc(CCNC(=O)C(C)OC(=O)c2ccco2)cc1OC (configuration not stated)	1%	0%	-20%	1	1%	0%	-5%	-2%	0%	1%	-1%
N/C(CCS(=O)(=O)c1ccc(Cl)cc1)=N\OC(=O)c1ccc(Cl)cc1	-1%	-1%	-1%	-2	0%	5%	-3%	-9%	-1%	22%	3%
C=CCNC(=O)C1CC(=O)N(c2ccc(OCC(=O)Nc3ccc(OC)cc3)cc2)C1 (configuration not stated)	1%	5%	15%	-3	-3%	2%[1.84 µM]	1%	3%	2%	-7%	1%
Cc1cc(-c2ccccc2)c(C#N)c(=S)[nH]1	2%	3%	?	3	-26%	-9%	-2%	?	-2%	2%	-5%
CCCOC(=O)c1ccc(NC(=O)CCOc2ccccc2)cc1	-4%	-10%	26%	2	-2%	-15%	-2%	-1%	-10%	0%	2%
CC1=C(C(=O)Nc2ccccc2)C(c2ccco2)n2ncnc2N1 (configuration not stated)	-2%	2%	34%	-1	-19%	-2%	0%	-11%	2%	-5%	-2%
CCOc1ccc(C(=O)Oc2cc(C)[nH]c(=O)c2[N+](=O)[O-])cc1	2%	15%	-13%	2	0%	3%	5%	-3%	0%	/	1%
CNC(=O)CSc1nnc(-c2ccc3c(c2)OCO3)n1C	1%	6%	-6%	-2	-17%	14%	-3%	2%	-1%	2%	-4%
NC(=O)C1CCN(C(=O)C(=O)c2cn(CC(=O)N3CCCC3)c3ccccc23)CC1	5%	2%	-5%	-6	1%	23%	0%	-16%	-1%	6%	-1%
CC1CN(C(=O)/C=C/c2ccc(SC(F)F)cc2)CC(C)O1 (configuration not stated)	-4%	-16%	7%	-1	1%	-8%	16%	14%	-15%	-4%	2%
COc1ccc(/C=C/C(=O)c2ccc(O)cc2)cc1	?	?	2.5µM*	?	-2%	?	?	7.1µM*	3.4µM*	?	11%
CC(OC(=O)c1ccc2ncsc2c1)C(=O)Nc1cccc(Cl)c1 (configuration not stated)	0%	-19%	/	3	0%	6%	-9%	/	3%	4%	-2%
Cc1ccc(NC(=S)NNC(=S)NCc2ccccc2)cc1	-1%	8%	-24%	-7	1%	-2%	2%	-10%	2%	-4%	4%
Nc1ccc(Br)c2cccnc12	3%	0%	?	-1	2%	-49%	-5%	-26%	-2%	3%	-3%
CC(CN1c2ccccc2Sc2ccccc21)N(C)C (configuration not stated)	-3%	4%	10%	3	-5%	18%&0%	-27%[46.1 µM]	-10%&3%&-13%	-6%	-5%	-13%[46.1 µM]
Cc1ccc(-c2nn(-c3ccccc3)cc2/C=N/n2c(-c3cccs3)n[nH]c2=S)cc1	-4%	-16%	?	1	2%	-64%	-4%	-21%	?	11%	0%
COc1cc(C)nc2nc(SCc3ccccc3)nn12	1%	?	-1%	4	-1%	26%	-2%	2%	?	?	2%
C#CCN1C(=O)C(O)(CC(=O)/C=C/c2ccco2)c2ccccc21 (configuration not stated)	-4%	-13%	30%	0	-1%	-31%	4%	?	-3%	2%	-2%
C=CCc1cc(/C=N\NC(=O)CSc2nnc(CCCc3ccc(OC)c(C)c3)o2)cc(OC)c1O	-8%	-13%	-14%	3	4%	8%	-9%	-8%	4%	-2%	-2%
Cc1cc(NC(=O)c2cnn3cccnc23)n(-c2ccccc2)n1	-12%	?	?	7	-3%	0%	0%	-29%	4%	-5%	1%
COc1ccc(C(=O)Nc2ccc3c(c2)C(=O)N(C)C3=O)cc1OC	5%	15%	-2%	7	?	62%	26%	?	?	4%	21%
COc1ccc2nc(NC(=O)Cn3cnc4c(=O)n(C)c(=O)n(C)c43)sc2c1	3%	10%	-5%	-1	8%	9%	-6%	8%	?	-5%	0%
Cc1ccc2c(c1)C1(OCCCO1)C(=O)N2CC#N	-2%	1%	-4%	12	-8%	3%	2%	2%	-6%	27%	-1%
Cc1ccc(C(=O)Cn2nnc(-c3ccccc3-n3cnnn3)n2)cc1	0%	6%	44%	5	6%	10%	2%	-4%	-2%	18%	-1%
